Source: PubChem BioAssay
Vif-APOBEC3G blk – Vif-A3G binding inhibition; HeLa A3G-eYFP + Vif (tagged APOBEC3G with the HIV-1 protein that degrades it), YFP fluorescence, overnight; Q9HC16; AID 602310; 410,000 compounds, 0.076% hits; Potency, µM (highest dose often 46.1 µM), for the others: top-dose activity, negative = active, actives largely listed as inhibitors;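 further: potency means the concentration at half of the fitted maximal effect; on the % scale 0 is the no-effect control and ±100 the full control effect; nearly all actives have a fitted effect of over 60% in size; hits raise eYFP signal because A3G escapes Vif-driven loss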
Target sequence (Q9HC16 whole entry, looked up): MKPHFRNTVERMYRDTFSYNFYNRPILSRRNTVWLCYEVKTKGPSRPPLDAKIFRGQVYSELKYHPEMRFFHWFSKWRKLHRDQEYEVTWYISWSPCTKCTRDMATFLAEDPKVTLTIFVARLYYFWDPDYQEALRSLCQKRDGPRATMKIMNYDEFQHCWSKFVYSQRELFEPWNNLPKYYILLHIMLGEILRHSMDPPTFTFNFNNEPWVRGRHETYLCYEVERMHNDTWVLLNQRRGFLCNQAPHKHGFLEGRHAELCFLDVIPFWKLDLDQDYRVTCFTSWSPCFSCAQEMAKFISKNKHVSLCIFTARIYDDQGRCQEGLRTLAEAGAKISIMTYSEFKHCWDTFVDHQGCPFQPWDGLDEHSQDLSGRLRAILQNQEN
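Read-out is eYFP fluorescence (Ex 488/Em 500-530) from Vif-expressing HeLa A3G-eYFP cells; more signal means A3G escaped Vif-mediated degradation. Cells plated overnight, compound pinned in, incubated overnight at 37 deg C.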
Vif-A3F inh – inhibitors of Vif-A3F interaction; HeLa A3F-eYFP + Vif (tagged APOBEC3F with the HIV-1 protein that degrades it), YFP fluorescence increase; Potency, µM (highest dose often 46.1 µM), for inactives: at the highest dose activity, negative = active; 390,000 compounds, 0.2% hits; further: potency means the concentration at half of the fitted maximal effect; % of control where 0% means no effect; nearly all actives have a fitted effect of over 65% in size
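Fluorescence increase (Ex 488/Em 500-530) after overnight compound treatment at 37 deg C flags inhibition of Vif-driven A3F-eYFP loss in stable HeLa A3F-eYFP/Vif cells seeded overnight beforehand.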
D1 antag – antagonists of human D1 dopamine receptor | HEK293 TREx D1 cells, calcium flux, dopamine EC80; active compounds read low | 360,000 compounds, 3.2% hits | P21728 | activity change, negative = inhibition, % at 10 µM; in the data active means activity change below about -30%; further: on the % scale 0 is the no-effect control and ±100 the full control effect
Target sequence (P21728 whole entry, looked up): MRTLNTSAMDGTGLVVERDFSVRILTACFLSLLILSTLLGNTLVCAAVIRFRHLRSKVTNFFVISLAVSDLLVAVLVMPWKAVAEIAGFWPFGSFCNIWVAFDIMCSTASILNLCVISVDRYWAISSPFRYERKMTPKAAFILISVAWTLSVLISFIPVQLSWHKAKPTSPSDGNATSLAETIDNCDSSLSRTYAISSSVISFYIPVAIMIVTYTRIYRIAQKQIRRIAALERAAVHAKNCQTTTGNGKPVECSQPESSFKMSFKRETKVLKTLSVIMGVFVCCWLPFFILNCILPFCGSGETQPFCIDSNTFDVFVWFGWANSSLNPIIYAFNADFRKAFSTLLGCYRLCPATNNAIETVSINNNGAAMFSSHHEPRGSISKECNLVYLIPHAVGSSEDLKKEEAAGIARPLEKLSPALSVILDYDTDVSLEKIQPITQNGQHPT
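Allosteric or orthosteric antagonism assessed as attenuation of the calcium response to EC80 dopamine, added 180 s after compound, in induced HEK293 Trex D1 cells loaded with no-wash calcium dye.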
GRP78 ERSR act – ER stress response induction in glioma. U87-MG GRP78 promoter luciferase reporter, 16 h. Potency, µM, inactives show at the top dose activation, most hits filed as activators. 420,000 compounds, 0.02% hits. AID 602332; further: potency means the concentration at half of the fitted maximal effect; series mostly up to about 76 µM; % of control where 0% means no effect; nearly all actives have a fitted effect of over 35% in size
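Stably transfected U87-MG human glioma cells carrying a GRP78-based luminescent sensor were seeded at 1000 cells/well, pin-dosed with compounds and incubated 16 h. Luciferase reagent was then added, and end-point luminescence was read after 10 min at room temperature.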
RXFP1 antag – blocks the human relaxin receptor RXFP1 | Q9HBX9 | HEK293-RXFP1, relaxin-stimulated cAMP HTRF, 30 min; active compounds read low | activity change, negative = inhibition, % at 57.5 µM | 350,000 compounds, 0.59% hits | AID 1259400;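 active means activity change of -60% or lower, but not beyond a set lower limit; inconclusive means change between -60% and -40%, or beyond the set limit; inactive means change above -40%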; further: on the % scale 0 is the no-effect control and ±100 the full control effect
D1 potentiator – potentiators of human D1 dopamine receptor | P21728 | HEK293 TREx D1 cells, calcium flux, dopamine EC20 potentiation | potentiation, % at 10 µM | 360,000 compounds, 0.036% hits | AID 504651; in the data active means potentiation above about 30%; further: 0% is about no effect
D1 agonist – agonists of human D1 dopamine receptor | HEK293 T-REx D1 cells, calcium flux, agonist mode | activation, % at 2 µM | 360,000 compounds, 1% hits | AID 504660; in the data active means activation above about 30%; further: 0% is about no effect
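Tetracycline-induced HEK293 TREx D1 cells, force-coupled to calcium signalling, were dye-loaded with a no-wash calcium kit. Compound was pin-added after a 10 s baseline. Fluorescence was read kinetically at 1 cycle/s for 180 s, with calcium rises flagged as agonism.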
RXFP1 ag – agonists of human relaxin receptor RXFP1; Q9HBX9; HEK293T-RXFP1 cAMP TR-FRET, 30 min; response scale: percent of porcine relaxin response, buffer zero; Potency, µM (highest dose often 57.5 µM), for the others: top-dose activation, hits mostly activators; 370,000 compounds, 0.3% hits; further: potency means the concentration at half of the fitted maximal effect; on the % scale 0 is the no-effect control and ±100 the full control effect; nearly all actives have a fitted effect of over 60% in size; many of its hits are not listed in these tables
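cAMP rise read by TR-FRET after 30 min, 37C compound exposure (up to 58 uM) in RXFP1-transfected HEK293 cells with Ro 20174 present. EC50 from Hill-equation fits, with 29 nM porcine relaxin as 100% and buffer as basal.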
D2 PAM – positive allosteric modulators of human D2 dopamine receptor; HEK293 T-REx D2, calcium flux, EC20 dopamine potentiation; potentiation, % at 10 µM; 340,000 compounds, 0.34% hits; AID 485347;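 active means potentiation over 3 SD above the plate norm, cut at about 30% in these data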; further: 0% is about no effect
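Cells plated with tetracycline inducer and held overnight at 30 C; calcium dye loaded 30–90 min at room temperature; baseline taken, compound added and read 180 s; EC20 dopamine then added and read 180 s.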
Active calls of the source: *; ? = inconclusive; . = no result given; [ ] = remark or other dose. Unless noted, the call rests on the fitted dose curve; in most records, active means well fitted curve in the direction sought with a large enough effect; inconclusive means small, poorly fitted or top-dose-only effect, or another doubt; inactive means no such curve, though single readings can be large; an effect the other way counts as inactive or inconclusive. The list is partial; the hit share may differ from the screen's.

Every second line gives: GRP78 ERSR act, D1 antag, Vif-A3F inh, D1 agonist, D1 potentiator, RXFP1 ag, D2 PAM, RXFP1 antag, Vif-APOBEC3G blk
- Cc1cc(C)c(C)c(OCc2nc(-c3cccnc3)no2)c1
 : -2.6%, -9.4, 0.7%, 23.5, 1.2, 1.0%, 32.6*, -4.4, -0.1%
- O=C(CSc1ccc(-c2cccnc2)nn1)Nc1ccc(F)cc1
 : -4.5%, 11.4, 2.1%, 6.6, -0.9, -0.1%, 4.5, -6.0, 1.5%
- O=C(CCCc1ccccc1)N1CCc2ccccc21
 : 3.4%, -0.2, -9.9%, 2.3, -10.2, 0.6%, ., -4.8, -0.8%
- O=C1COc2ccc(C(=O)COC(=O)c3ccccc3Cl)cc2N1
 : 4.8%, ., 8.4%, ., ., ., ., -7.1, 0.5%
- O=C1NCCN(CC2CCN(CCc3ccccc3)CC2)C1=O
 : -3.7%, ., -5.7%, ., ., ., ., -11.2, -4.2%
- Cc1nn(CC(C)C)c(Cl)c1C(=O)N(C)CC(=O)Nc1ccc(Cl)cc1
 : -2.5%, ., -5.0%, ., ., ., ., -1.7, -2.2%
- O=C(Nc1cc(-c2ccc(Cl)cc2)no1)c1ccc(F)cc1
 : -0.5%, -5.5, 1.8%, 0.2, -1.9, 9.4%, -5.2, -14.4, 0.0%
- CC(C)c1ccc(C2C(C#N)=C(N)Oc3c2oc(CO)cc3=O)cc1 (stereo not drawn)
 : 3.6%, 1.0, -13.6%, 1.4, -5.2, 2.5%, 19.1, 0.1, 1.2%
- C=CCOc1ccc(/C=C\c2nc(O)c([N+](=O)[O-])c(=O)[nH]2)cc1OCC
 : -4.6%, -13.6, 0.8%, 1.5, 10.3, 1.5%, 0.8, 8.7, 0.9%
- CNC(=O)c1nnsc1S(=O)c1ccc(Cl)cc1 (stereo not drawn)
 : -12.3%, 2.0, -0.2%, 1.6, 3.6, -1.4%, ., ?, -14.8%
- COc1ccc(NC(=O)CCc2ccc(OC)c(OC)c2)cn1
 : -2.2%, -13.1, -15.7%, 8.8, ., 4.6%, -1.4, -4.1, 0.3%
- CC(NC(=O)c1ccc(CS(=O)(=O)c2cccc(C(F)(F)F)c2)o1)c1ccc2c(c1)OCCO2 (stereo not drawn)
 : -1.2%, -6.3, 2.9%, 0.6, -0.6, 0.3%, -5.5, -3.8, -0.5%
- O=C(c1cn(-c2ccccc2)nc1-c1cccs1)N(CCO)Cc1ccccc1
 : -4.1%, 5.7, -2.2%, -3.1, -5.2, 0.8%, 15.1, 8.9, -0.2%
- Cn1cc(Br)c(C(=O)N/N=C/c2cc3c(cc2Cl)OCO3)n1
 : 2.1%, 1.0, -4.5%, 3.5, -3.8, 2.9%, 11.0, 1.1, -5.2%
- C/C(CC(=O)Nc1ccc2c(c1)OCCO2)=N\NC(=O)COc1ccc(Cl)c(C)c1
 : -1.0%, -21.3, 11.0%, 0.7, -0.8, -0.5%, -2.0, -2.8, -0.7%
- CCc1ccc2oc(-c3cccc(NC(=O)c4cccnc4)c3)nc2c1
 : -6.4%, -25.0, ., 2.4, -2.4, 2.3%, 2.4, -12.1, -9.1%
- COc1ccc(C2CC(c3ccccc3)=NN2c2ccc(S(N)(=O)=O)cc2)cc1OC (stereo not drawn)
 : -8.4%, -20.2, 5.4%, 0.9, -6.9, 21.3%, -3.3, -14.0, -13.9%
- C/C=C/Cn1c(N2CCCCCC2)nc2c1c(=O)[nH]c(=O)n2C
 : -2.9%, 3.4, -1.5%, 0.2, 0.3, 0.4%, -1.2, -5.6, 0.4%
- Cc1sc(NC(=O)C2CCCO2)c(C#N)c1C (stereo not drawn)
 : 2.5%, -6.0, 0.4%, 2.8, -10.2, 0.9%, ., 4.2, 0.3%
- Cc1c(CCO)c(=O)[nH]n1S(=O)(=O)c1ccc(F)cc1
 : -5.0%, -4.9, 1.3%, 4.0, -7.3, 1.6%, ., -4.7, -7.5%
- CC(O)CC(C(=O)NNc1ccccc1)C(=O)NNc1ccccc1 (stereo not drawn)
 : -5.8%, 8.6, 0.5%, 2.7, 3.1, 0.7%, 8.8, -2.4, -14.9%
- CC(C)C1Cc2c(sc3ncnc(NN)c23)CO1 (stereo not drawn)
 : -7.4%, -2.1, -3.7%, -0.9, -1.9, ?, -1.9, 0.9, 0.6%
- COCCCNC(=O)Cn1ccc(NC(=O)OCc2ccccc2)nc1=O
 : 0.9%, 4.1, -0.4%, 1.1, -0.8, -0.1%, 24.3, ., 1.3%
- CN(C)c1nc(N)c2ncc(=S)[nH]c2n1
 : -4.2%, 4.8, -11.4%, 1.4, -1.8, 6.8%, 1.7, -5.3, -1.7%
- COc1cc(C2NC(=O)NC(C)=C2[N+](=O)[O-])cc(OC)c1OC (stereo not drawn)
 : 0.0%, 3.0, 1.8%, 1.2, -2.5, -4.6%, -6.9, 13.5, -0.8%
- O=C1c2[nH]nc(-c3ccccc3O)c2C(c2ccc(Cl)cc2)N1Cc1ccco1 (stereo not drawn)
 : -9.9%, 25.7, 5.5%, 1.1, 4.9, -0.1%, 14.9, -110.8*, -3.5%
- CCc1ccc(-c2nc(CS(=O)CC(=O)NCc3ccc4c(c3)OCO4)c(C)o2)cc1 (stereo not drawn)
 : -6.0%, -8.8, -11.0%, 3.7, 0.2, 2.3%, 0.8, 3.6, -7.4%
- CCc1ccc(NC(=O)c2sc3nc(-c4ccccc4)cn3c2C)cc1
 : -2.7%, -10.2, 1.4%, 9.1, -2.0, 7.3%, -23.5, -16.0, 6.0%
- COc1cc(/C=N\NC(=O)Cn2nnc3ccccc32)cc(OC)c1OC
 : -1.2%, 9.8, 0.7%, 1.8, -10.6, -0.3%, -5.1, -15.0, -4.7%
- CCCCCN(C(=O)CSc1n[nH]c(-c2ccc(C)cc2)n1)c1c(N)n(CCCC)c(=O)[nH]c1=O
 : 2.8%, -0.6, -8.9%, 0.7, -10.7, -0.4%, -10.6, 8.7, -3.9%
- Cc1ccc(-c2nnn(CC(=O)N(c3ccccc3)C(C(=O)NC(C)(C)C)c3cccs3)n2)o1 (stereo not drawn)
 : -1.3%, 4.8, -7.6%, 0.1, -2.8, -1.6%, ., 7.5, -2.9%
- CCOC(=O)N1CCC(NC(=O)c2cc(COc3ccc(F)cc3Cl)on2)CC1
 : -1.5%, -11.8, 5.5%, 11.3, -2.6, -1.7%, -3.4, -4.5, -4.6%
- CC(c1nnc(SCC(=O)c2c(N)n(C)c(=O)n(C)c2=O)n1-c1ccc(Cl)cc1)N(C)C (stereo not drawn)
 : -1.7%, 5.0, 2.2%, 0.7, -3.3, -0.2%, 4.0, -10.1, 3.0%
- Cn1nnnc1SCC(=O)Nc1cc(C(C)(C)C)nn1-c1ccccc1
 : -2.8%, 3.0, -0.3%, 1.7, -2.9, 1.4%, ., 6.0, -1.4%
- O=c1[nH]c(CN2CCCCC2)ccc1O
 : -5.1%, ., -5.6%, ., ., ., ., 7.3, 3.1%
- CCCOc1ccc(N2CC(C(=O)Nc3ccc4c(c3)OCO4)CC2=O)cc1 (stereo not drawn)
 : -6.7%, -13.0, 1.9%, 0.3, -1.1, -2.1%, -8.9, 1.0, 1.5%
- COc1ccc(N2CC(NS(=O)(=O)c3ccc(F)cc3)CC2=O)cc1 (stereo not drawn)
 : -0.5%, 8.4, 1.2%, 7.8, -1.2, -0.4%, 10.8, -7.5, -0.7%
- Cc1ccc(F)c(NC(=O)c2ccc(Cn3cc(Cl)cn3)cc2)c1
 : 4.5%, 24.4, 2.2%, 26.6, 15.8, -4.4%, ., -6.6, -0.4%
- COc1cccc(CNC(=O)C2CCN(S(=O)(=O)N3CCCC3)CC2)c1
 : -3.1%, -3.3, 2.7%, 3.9, 1.1, 0.4%, -9.8, 3.8, -1.1%
- COC(=O)c1cccc(NC(=O)CSc2nc3cccnc3n2C)c1
 : -6.4%, -8.2, 0.5%, 5.2, -5.8, 2.0%, 10.4, -6.5, -1.0%
- CCOc1ccc(C(=O)OCc2cc(=O)n3nc(C4CC4)sc3n2)cc1
 : -2.1%, -5.7, -0.6%, 1.1, -4.8, 0.4%, 2.9, ., 4.0%
- O=C(NCCN1CCNC1=O)C1CCC(=O)N(Cc2cccc(C(F)(F)F)c2)C1 (stereo not drawn)
 : -1.4%, 7.5, -12.6%, 2.4, -4.7, -1.8%, -3.6, 13.1, 0.3%
- O=C(NCCCn1ccnc1)c1cccc(Br)c1
 : -6.4%, 4.7, 1.0%, 3.7, -1.3, 1.3%, ., -0.8, 2.5%
- COc1cc(NC(=O)c2nnn(CC(=O)Nc3ccccc3)c2N)cc(OC)c1
 : -5.0%, -2.2, 0.3%, 2.8, 3.5, 1.2%, 1.7, 0.9, -13.0%
- Cc1cc2c(c(=O)n1Cc1ccccc1)C1O[C@](c3ccsc3)(Cc3cc(C#N)ccc31)O2
 : ., -10.7, ., 0.1, 2.0, 0.2%[11.5 µM], ., ., .
- CCOC(=O)N1CCN(C(=O)CCc2cc(OC)c(OC)c(OC)c2)CC1
 : -4.7%, 13.8, 2.4%, 1.2, -8.9, 1.1%, 15.2, -6.4, 0.5%
- C/C(N)=C(/C#N)C(=O)CSc1nnc(COc2cc(C)ccc2C)o1
 : -2.2%, -7.8, 2.3%, 8.1, -7.0, 2.0%, 3.8, 1.4, 1.0%
- CC(OC(=O)c1cccc(S(=O)(=O)N(C)C)c1)C(=O)NCC(=O)Nc1ccc(F)c(F)c1F (stereo not drawn)
 : -2.8%, ., 1.1%, ., ., ., ., -1.0, -0.7%
- Oc1ccccc1C=NCCN=Cc1ccccc1O
 : 1.6%, -14.0, -3.5%, 0.9, -5.5, 1.6%, 3.5, 10.4, 4.3%
- COc1ccc2[nH]cc(C3N4CC5(C)CN3CC(C)(C4)C5=O)c2c1 (stereo not drawn)
 : -3.2%, 15.2, 1.5%, -0.1, -5.6, -1.4%, -14.0, -13.1, 3.4%
- COc1ccc(OCCOc2ccc(C)nc2[N+](=O)[O-])cc1
 : 7.8%, -4.1, 2.4%, 3.3, -3.2, 0.1%, 3.0, ., 3.7%
- Cc1ccc(NC(=O)C2C3C=CC4(O3)C2C(=O)N(CCCN2CCCC2)C4C(=O)NC2CCCCC2)cc1Cl (stereo not drawn)
 : -3.4%, 1.7, -1.9%, 0.7, 4.0, -0.3%, -7.1, -19.2, 2.0%
